# TrxR1 substrate: qHTS Assay for Substrates of Mammalian Selenoprotein Thioredoxin Reductase 1 (TrxR1): qHTS; purified TrxR1 substrate turnover, NADPH consumption readout; Thioredoxin reductase 1, cytoplasmic (Rattus norvegicus), O89049; Potency, µM (top dose mostly 114 µM), for the others: at the highest dose activity change, negative = substrate turnover; 390,000 compounds, 0.01% hits; note: potency is the fitted concentration of half-maximal effect; % is set by controls: 0 for no effect and ±100 for the full control effect; nearly all actives have a fitted effect of over 50% in size
#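 Rat TrxR1, dispensed at 90 nM, was prereduced with 400 uM NADPH (final) for 5 min at ~22 deg C, then incubated with compound 15 min before 400 uM selenite. A first-read NADPH fluorescence drop versus no-compound background flagged substrates.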
# USP1-UAF1 inh: Inhibitors of USP1/UAF1: Primary Screen | AID 743255, 2014 | 390,000 compounds, 0.23% hits | Potency, µM (series often up to 57.1 µM), for inactives: at the highest dose activity change, negative = inhibition, hits mostly inhibitors | recombinant USP1/UAF1, Ub-Rhodamine cleavage fluorescence; note: potency is the fitted concentration of half-maximal effect; % is set by controls: 0 for no effect and ±100 for the full control effect; nearly all actives have a fitted effect of over 60% in size; inactives centre near -12
# Target sequence (O94782 whole entry, looked up): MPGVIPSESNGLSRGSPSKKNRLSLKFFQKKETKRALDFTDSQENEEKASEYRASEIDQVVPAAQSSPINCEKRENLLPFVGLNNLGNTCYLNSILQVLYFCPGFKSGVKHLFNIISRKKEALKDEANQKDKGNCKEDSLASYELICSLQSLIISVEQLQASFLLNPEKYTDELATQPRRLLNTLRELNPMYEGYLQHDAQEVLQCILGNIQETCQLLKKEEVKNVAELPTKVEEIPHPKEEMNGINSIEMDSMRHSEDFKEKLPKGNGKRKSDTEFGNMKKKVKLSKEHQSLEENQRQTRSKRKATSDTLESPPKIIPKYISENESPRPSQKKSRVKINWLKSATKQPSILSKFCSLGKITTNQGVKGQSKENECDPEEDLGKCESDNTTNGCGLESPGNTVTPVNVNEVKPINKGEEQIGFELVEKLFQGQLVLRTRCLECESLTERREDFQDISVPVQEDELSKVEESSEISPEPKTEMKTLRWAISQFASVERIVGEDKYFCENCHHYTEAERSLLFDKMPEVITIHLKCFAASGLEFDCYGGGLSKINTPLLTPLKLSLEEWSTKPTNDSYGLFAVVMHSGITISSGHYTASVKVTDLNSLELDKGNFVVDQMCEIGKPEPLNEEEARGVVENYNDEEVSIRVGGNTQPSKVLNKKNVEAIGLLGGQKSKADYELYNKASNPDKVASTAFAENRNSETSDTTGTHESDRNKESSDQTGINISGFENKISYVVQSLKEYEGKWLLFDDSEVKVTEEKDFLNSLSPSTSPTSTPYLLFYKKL
#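 USP1/UAF1 complex (1 nM) preincubated 15 min at room temperature with compound, then Ub-Rho substrate (150 nM final) added. Kinetic fluorescence at 480/540 nm over 6 reads at 60 s intervals; 50 mM HEPES pH 7.8, 0.5 mM EDTA, 0.1 mg/ml BSA, 1 mM TCEP, 0.01% Tween-20.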
# TRHR PAM: qHTS for Small Molecule Agonists and Allosteric Enhancers of Human TRH Receptor: Primary Screen for Enhancers | Thyrotropin-releasing hormone receptor (Homo sapiens), P34981 | TRHR cells, fluo-8 calcium fluorescence, EC20 TRH enhancement | enhancement, % at 2 µM | 360,000 compounds, 0.66% hits | AID 493056, 2011; in the data active = enhancement above about 30%; note: 0% is about no effect
#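 TRHR-expressing cells loaded with fluo-8 calcium dye were read kinetically (ex 480/em 530) during compound addition, then stimulated with an EC20 of TRH (10 nM final). Enhancement of the Gq-mediated intracellular calcium response was scored.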
# rTrxR1 inhibitor: qHTS Assay for Inhibitors of Mammalian Selenoprotein Thioredoxin Reductase 1 (TrxR1): qHTS; Thioredoxin reductase 1, cytoplasmic (Rattus norvegicus), O89049; recombinant rTrxR1, NADPH fluorescence consumption, selenite substrate; Potency, µM (titrated, usually from 114 µM), without a hit: top-dose activity change, negative = inhibition, usual class: inhibitors; 390,000 compounds, 1% hits; AID 588453, 2011; note: potency is the fitted concentration of half-maximal effect; % is set by controls: 0 for no effect and ±100 for the full control effect; nearly all actives have a fitted effect of over 65% in size
#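 Rat TrxR1 (90 nM in the dispensed reagent) was pre-reduced with 400 uM NADPH for 5 min at room temperature, then incubated with compound for 15 min. After 400 uM selenite was added, NADPH fluorescence (Ex 340/Em 450 nm) was followed for 8 min.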
# D2 ag: HTS Assay for Allosteric Agonists of the Human D2 Dopamine Receptor: Primary Screen for Agonists; activation, % at 2 µM; AID 485358, 2010; HEK293 T-REx D2 cells, calcium flux agonist mode; 340,000 compounds, 0.53% hits; D(2) dopamine receptor (Homo sapiens), P14416;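 active = activation over 3 SD above normal in the single-dose calcium agonist read, cut at about 30% in these data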; note: 0% is about no effect
#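 In this primary screen, compounds producing a positive calcium signal within 180 s of addition to tetracycline-induced, force-coupled HEK293 Trex D2 cells are flagged; cells are dye-loaded with a no-wash calcium kit beforehand.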
# D2 antag: HTS Assay for Allosteric Antagonists of the Human D2 Dopamine Receptor: Primary Screen for Antagonists; D(2) dopamine receptor (Homo sapiens), P14416; HEK293 TREx D2 cells, calcium flux, dopamine EC80; inhibition, % at 10 µM; 340,000 compounds, 2% hits; AID 485344, 2010; in the data active = inhibition above about 30%; note: 0% is about no effect
#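 Calcium flux kinetic readout in an inducible HEK293 TREx D2 line plated overnight at 30 C. After 180 s compound exposure, an EC80 dopamine challenge follows with another 180 s kinetic read to detect antagonism.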
# TRHR agonist: qHTS for Small Molecule Agonists and Allosteric Enhancers of Human TRH Receptor: Primary Screen for Agonists; Thyrotropin-releasing hormone receptor (Homo sapiens), P34981; TRHR cells, calcium flux fluo-8, FDSS agonist mode; activation, % at 2 µM; 360,000 compounds, 0.18% hits; AID 493084, 2011; in the data active = activation above about 30%; note: 0% is about no effect
#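 Read-out: compound-evoked intracellular calcium rise in TRHR cells, fluo-8 dye, kinetic FDSS fluorescence at 1 s/cycle following a 10-cycle baseline. Cells cultured overnight before dye loading (30 min–1.5 h, RT).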
# Pin1 inh: qHTS Assay to Find Inhibitors of Pin1 | Peptidyl-prolyl cis-trans isomerase NIMA-interacting 1 (Homo sapiens), Q13526 | Pin1 FP peptide displacement, HiFluor488, 10 min | 390,000 compounds, 0.009% hits | Potency, µM (series often up to 115 µM), without a hit: at the highest dose activity, negative = inhibition, hits mostly inhibitors; active = well fitted inhibition curve with a large enough effect in the polarisation, with a control signal flat, not every such curve was filed as active; inconclusive = small, poorly fitted or top-dose-only effect, or effect the other way, or a change in a side signal; inactive = no such curve, though single readings can be large or run the other way; the % refers to the polarisation; note: potency is the fitted concentration of half-maximal effect; % is set by controls: 0 for no effect and ±100 for the full control effect
# Target sequence (Q13526 whole entry, looked up): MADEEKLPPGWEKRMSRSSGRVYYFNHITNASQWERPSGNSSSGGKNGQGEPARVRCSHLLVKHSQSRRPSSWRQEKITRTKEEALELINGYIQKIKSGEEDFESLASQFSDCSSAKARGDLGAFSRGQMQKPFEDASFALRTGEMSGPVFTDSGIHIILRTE
# mIDH1 inhibitor: qHTS for Inhibitors of mutant isocitrate dehydrogenase 1 (IDH1): qHTS. 390,000 compounds, 0.093% hits. IDH1-R132H enzyme, NADPH consumption, diaphorase/resazurin fluorescence. Potency, µM (doses to about 76.6 µM), for inactives: at the highest dose activity change, negative = inhibition, actives largely listed as inhibitors. AID 602179, 2012. Isocitrate dehydrogenase [NADP] cytoplasmic (Homo sapiens), O75874; note: potency is the fitted concentration of half-maximal effect; % is set by controls: 0 for no effect and ±100 for the full control effect; nearly all actives have a fitted effect of over 65% in size
#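 IDH1-R132H (0.5 ug/mL) preincubated 30 min with compound, then NADPH (0.016 mM) and alpha-KG (2 mM) added; 80 min at RT, pH 7.5. Remaining NADPH coupled via diaphorase/resazurin to fluorescence (540/590 nm); concentration-response curves normalized to no-enzyme control.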
# * = called active by the depositor; u = inconclusive; x = no result given; & = joins results of further samples; [ ] = remark or other dose. Unless noted, calls come from the whole dose curve; as a rule, active = well fitted inhibition curve with a large enough effect; inconclusive = small, poorly fitted or top-dose-only effect; inactive = no such curve, though single readings can be large or run the other way. Only part of the results is shown. The share of hits here may be higher or lower than overall.
# The first 2 compounds, ahead of the listing:
SMILES	TrxR1 substrate	USP1-UAF1 inh	TRHR PAM	rTrxR1 inhibitor	D2 ag	D2 antag	TRHR agonist	Pin1 inh	mIDH1 inhibitor
CCN(CC)c1ccc(C(=C2C=CC(=[N+](CC)CC)C=C2)c2ccc(S(=O)(=O)O)cc2S(=O)(=O)[O-])cc1	-11%	u	x	u	x	x	x	-13%	28%
CCCn1c(SCC(=O)N2CCCCC2)nnc1-c1ccccn1	x	x	-4	x	0.4	-11	0.4	x	x

# The list itself (from the top)
SMILES	TrxR1 substrate	USP1-UAF1 inh	TRHR PAM	rTrxR1 inhibitor	D2 ag	D2 antag	TRHR agonist	Pin1 inh	mIDH1 inhibitor
CCN(CC)c1ccc(C(=C2C=CC(=[N+](CC)CC)C=C2)c2ccc(S(=O)(=O)O)cc2S(=O)(=O)[O-])cc1	-11%	u	x	u	x	x	x	-13%	28%
CCCn1c(SCC(=O)N2CCCCC2)nnc1-c1ccccn1	x	x	-4	x	0.4	-11	0.4	x	x
CCN1Cc2c(/C=C/c3ccccc3)nc3ccc(OC)cc3c2N(c2cccc(Cl)c2)C1	9%[57.1 µM]	-18%	-4	23%[57.1 µM]	-0.3	-15	4.6	32%[activator]	-29%
CCN1C(=O)c2ccccc2Sc2ccc(C(=O)NCCCN(CC(C)C)CC(C)C)cc21	-12%&5%[57.1 µM]	-8%&-30%	-4&0	2%&16%[57.1 µM]	1.1	42*	-0.1&0.0	1%&-1%	2%&8%
Cc1ccc(C)c(Cn2c(-c3cccs3)nc3ccccc32)c1	48%[activator]	-25%	1	29%	1.5	x	-1.4	14%	-2%
CN(C)c1ccc(C(C(=O)NCC2CCCO2)N(Cc2ccccc2)C(=O)c2snc(C(N)=O)c2N)cc1 (centres undefined)	2%[0.457 µM]	-7%	-3	12%	0.5	5	0.1	-6%	5%
NC(=O)c1ccccc1NC(=S)NC(=O)c1ccc(Br)o1	-9%	-3%	2	25µM*	0.0	6	-0.4	u	3%
N#CC1C(=O)NC(N2CCN(c3ccccc3)CC2)=NC12CCCCC2 (centres undefined)	-6%	-4%	1	8%	0.2	-1	0.2	11%	2%
Cc1cccc(N/N=C2/COC(C)(C)CC2=O)c1	-5%	-7%	-5	6%	-0.2	-4	-0.5	-12%	17%
COCCCNc1c2c3c(cccc3[nH]c1=O)C(=O)c1ccccc1-2	-15%	4.5µM*	17	-5%	0.8	10	-0.4	u	-10%
CN(C)S(=O)(=O)c1ccc(N2CCCC2)c(C(=O)NNC(=O)c2ccc(F)cc2)c1	5%	-11%	-5	12%	-0.5	-30	-0.2	-3%	3%
Cc1cccc(NC(=O)NC2CCCCCCC2)c1	-8%	-18%	3	18%	3.5	-3	0.6	3%	-8%
CCN(CC)CC(=O)c1c[nH]c2ccc(C)cc12	13%[57.1 µM]	-16%	0	-33%	1.1	8	0.4	7%	1%
COCCN(CCOC)Cc1c(O)ccc2c3c(c(=O)oc12)CCC3	x	-13%	-3	u	3.8	1	-0.1	1%	10%
Nc1ccc(-c2cc3ccccc3c(=O)o2)cc1	-11%	-7%	x	-24%	x	x	x	1%	17%
CCN(CC)c1ccc(/C=N/NC(=O)C(O)c2ccccc2)cc1 (centres undefined)	25%[57.1 µM]	-15%	1	5%[57.1 µM]	-0.5	-1	-1.6	-11%	-2%
Cc1onc(-c2ccccc2)c1C(=O)NC1CCC(C)CC1 (centres undefined)	4%	-11%	1	27%	-1.0	-5	-0.9	-7%	8%
COC(=O)c1ccccc1COn1c(=O)c[n+]([O-])c2ccccc21	2%	-6%	0	4%	x	x	3.5	u	9%
CCc1ccc(C(=O)N/N=C/c2ccc(Cl)cc2Cl)nc1	x	x	-5	x	0.8	73*	-0.3	x	x
CC(=O)NC(Cc1ccccc1F)C(=O)NC1CCN(C(=O)NCc2ccccc2)CC1 (centres undefined)	-4%	-23%	2	-7%	1.0	16	0.4	-5%	17%
CC(C)CC(NC(=O)C(NC(=O)OC(C)(C)C)C(C)C)C(=O)NC(CCC(=O)OCc1ccccc1)C(N)=O (centres undefined)	-5%	-20%	4	6%	-0.4	21	-1.6	1%	-5%
CCC(C)[C@H]1COCCS(=O)(=O)N1Cc1ccc(Cl)cc1Cl (some centres undefined)	-8%&-2%	5%	19	14%&12%	0.0	-33	-1.1	-13%	-1%
O=C(Cc1nc2ccccc2[nH]1)c1cccc([N+](=O)[O-])c1	-7%	0%	-6	-3%	-0.8	-8	-1.1	2%	0%
CCOc1cc(/C=C2/N=C(C)C(C(=O)OC)=C2O)ccc1O	-10%	-27%	-5	-12%	2.0	7	1.6	u	-1%
COc1cc(CNC2CCCCC2OC)cc(OC)c1 (centres undefined)	1%[57.1 µM]	-15%	-2	7%[57.1 µM]	-1.4	0	0.0	0%	11%
O=C(CN1CCN(CCC(=O)Nc2ccccc2F)CC1)Nc1ccc(Cl)cc1	-2%	-6%	0	5%	-0.7	129*	-1.2	0%	-3%
CN(CCC#N)C(=O)c1cc2c(Cl)nc3ccccc3c2s1	-17%[57.1 µM]	-14%	-8	21%[57.1 µM]	x	x	-0.8	2%	7%
Cc1ccc2nc(-c3ccc(NC(=O)Cc4cccs4)cc3)[nH]c2c1	25%	-18%	3	-9%	-0.2	1	-0.7	10%	9%
CCCNS(=O)(=O)c1ccc(CCC(=O)NCC2CCCO2)cc1 (centres undefined)	1%[57.1 µM]	-6%	7	-17%[57.1 µM]	-0.4	-2	0.0	0%	1%
Cc1cc(C)c(NC(=O)Cn2cnc3c(oc4ccccc43)c2=O)c(C)c1	-3%[57.1 µM]	-16%&-18%	-3&10	13%[57.1 µM]	-0.1&-0.2	16	0.0&-0.1	u	1%&13%

# (cont.)
# Results follow in this order: TrxR1 substrate | USP1-UAF1 inh | TRHR PAM | rTrxR1 inhibitor | D2 ag | D2 antag | TRHR agonist | Pin1 inh | mIDH1 inhibitor
Cc1ccc(C)c2c1c1ccccc1n2C
    6%[57.1 µM] | -24% | 31* | 14%[57.1 µM] | -0.1 | 4 | -0.5 | 1% | 1%
CCCn1c(SCC(=O)Nc2cccc(NC(C)=O)c2)nnc1C(C)C
    0% | -7% | -3 | 8% | -0.3 | 5 | -0.2 | -12% | -1%
CN(C)S(=O)(=O)c1cccc(NC(=O)COC(=O)/C=C/c2ccco2)c1
    -2% | 2% | 1 | 25µM* | -1.3 | 11 | -0.7 | 1% | 1%
CCCCN(C)CCCNC(=O)C1CC(=O)N(Cc2ccc(OC)cc2)C1 (centres undefined)
    -12% | -12% | -2 | -8% | x | x | -0.4 | 1% | -1%
N#Cc1c[nH]n2c(NC3CCCC3)c(-c3ccc(Cl)cc3)nc12
    -3% | -11% | -4 | 6% | -1.1 | x | -0.5 | 0% | 13%
CC1=NN(c2ccc(N)cc2)C(=O)C1
    -10% | u | -1 | 28µM* | 0.0 | -1 | -0.1 | u | 2%
COc1cc2c(cc1OC)C(c1ccccc1)N(C(=O)c1ccco1)CC2 (centres undefined)
    11%[57.1 µM] | -3% | -7 | 24%[57.1 µM] | -0.2 | 2 | -0.2 | -1% | -2%
O=C(c1cn(Cc2ccccc2)nc1-c1ccc(Cl)cc1)N1CCN(c2ccccn2)CC1
    9% | -23% | -4 | 17% | 0.2 | -18 | 0.4 | 0% | 3%
NC(=S)N/N=C/c1cn(-c2ccccc2)nc1-c1cccnc1
    -3% | -27% | 1 | 7% | 0.6 | -26 | -0.6 | 6% | -3%
COc1ccc(Cc2nc(-c3ccc(Br)o3)no2)cc1OC
    10%[57.1 µM] | -19% | -8 | -45% | 0.3 | 5 | -0.7 | 7% | 1%

# Entries of single compounds, quoted from the list:
# `N#Cc1c[nH]n2c(NC3CCCC3)c(-c3ccc(Cl)cc3)nc12` is entered as TrxR1 substrate: -3%; USP1-UAF1 inh: -11%; TRHR PAM: -4; rTrxR1 inhibitor: 6%; D2 ag: -1.1; D2 antag: x; TRHR agonist: -0.5; Pin1 inh: 0%; mIDH1 inhibitor: 13%
# `NC(=S)N/N=C/c1cn(-c2ccccc2)nc1-c1cccnc1` is entered as TrxR1 substrate: -3%; USP1-UAF1 inh: -27%; TRHR PAM: 1; rTrxR1 inhibitor: 7%; D2 ag: 0.6; D2 antag: -26; TRHR agonist: -0.6; Pin1 inh: 6%; mIDH1 inhibitor: -3%

# Screens from PubChem.
